# Source: PubChem BioAssay (several laboratories)
# MC4R ag barr – agonists of human melanocortin 4 receptor (MC4R) beta-arrestin; P32245; actives 0.98% (n = 360,000); activation, % at 8.9 µM; U2OS MC4R beta-arrestin complementation, luminescence; percent of melanotan II response, DMSO zero;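 active = activation above a per-plate cutoff, the mean activation of sample wells on that plate plus 3 SD, cut at about 8% in these data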
# MC4R antagonist – blocks human MC4R cAMP signaling | AID 540295 | actives 0.48% (n = 360,000) | P32245 | inhibition, % at 6.5 µM | MC4R-expressing cells, MTII-stimulated cAMP, LANCE TR-FRET;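 active = inhibition above its plate's cutoff, the mean of tested wells on that plate plus 3 SD, cut at about 29% in these data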;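 note: 0% = Melanotan II alone and 100% = Melanotan II plus saturating MCL0020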
#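 system = U2OS cells with stable human MC4R expression | also added = Melanotan II challenge after compound preincubation | dosing = one concentration, 6.5 µM nominal | incubation = compound 30 min, challenge 1 h, detection 1 h | measured by = TR-FRET with Eu-cAMP and labeled anti-cAMP, 671 nm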
# Exocytosis inh – lytic granule exocytosis inhibition. TALL-104 LAMP-1 surface exposure, flow cytometry; cells stimulated with thapsigargin and PMA. inhibition, % at 10 µM. actives 0.66% (n = 360,000);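 active = inhibition above about 55%, limit read from the data; inconclusive = no clear call, values can overlap the other calls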
# N-glyco inh – N-linked glycosylation inhibition; D54 ERlucT glycosylation luciferase reporter, 24 h; percent of 100 nM tunicamycin response; actives 0.23% (n = 360,000); reporter increase, % at 12.5 µM;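 active = mean luciferase reporter signal, scaled so untreated is 0 and the glycosylation-blocking control 100, at or above a set limit in every replicate; inconclusive = mean reaches the limit but not every replicate does; inactive = mean below the limit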;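 note: luciferase carries N-glycosylation sites so blocking glycosylation raises the light; 0% = median of neutral control wells and 100% = median of 100 nM tunicamycin wells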
# TLR9-MyD88 inh – blocks human TLR9 binding to MyD88; Q9NR96+Q99836; CHO BLA complementation TLR9-MyD88, CCF4 FRET ratio; inhibition, % at 4.98 µM; actives 0.21% (n = 340,000); AID 504734;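 active = inhibition above the mean over all tested compounds plus 3 SD, cut at about 21% in these data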;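 note: 0% = DMSO only wells and 100% = clavulanate BLA inhibitor control wells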
# ABHD5 PLIN5 PPI – inhibitors of human ABHD5-perilipin-5 interaction; Split G. princeps luciferase complementation, luminescence, 4 h; inhibition, % at 4 µM; actives 0.78% (n = 360,000);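 active = inhibition above the mean inhibition across every tested compound plus 3 SD, cut at about 22% in these data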;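 note: 0% = DMSO only wells and the 100% control is not disclosed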
# Target sequence (Q00G26 whole entry, looked up): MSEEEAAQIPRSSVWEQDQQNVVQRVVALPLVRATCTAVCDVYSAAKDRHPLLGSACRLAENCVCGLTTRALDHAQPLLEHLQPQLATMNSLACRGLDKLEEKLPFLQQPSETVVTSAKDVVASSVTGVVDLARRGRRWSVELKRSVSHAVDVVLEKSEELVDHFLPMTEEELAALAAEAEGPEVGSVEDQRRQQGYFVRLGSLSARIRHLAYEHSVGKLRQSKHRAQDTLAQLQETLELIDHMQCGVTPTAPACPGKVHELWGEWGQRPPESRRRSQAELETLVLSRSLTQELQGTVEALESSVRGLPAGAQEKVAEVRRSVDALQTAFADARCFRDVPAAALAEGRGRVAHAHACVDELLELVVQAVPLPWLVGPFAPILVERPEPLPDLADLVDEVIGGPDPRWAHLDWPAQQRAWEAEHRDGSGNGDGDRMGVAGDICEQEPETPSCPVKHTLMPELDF
# Target sequence (Q8WTS1 whole entry, looked up): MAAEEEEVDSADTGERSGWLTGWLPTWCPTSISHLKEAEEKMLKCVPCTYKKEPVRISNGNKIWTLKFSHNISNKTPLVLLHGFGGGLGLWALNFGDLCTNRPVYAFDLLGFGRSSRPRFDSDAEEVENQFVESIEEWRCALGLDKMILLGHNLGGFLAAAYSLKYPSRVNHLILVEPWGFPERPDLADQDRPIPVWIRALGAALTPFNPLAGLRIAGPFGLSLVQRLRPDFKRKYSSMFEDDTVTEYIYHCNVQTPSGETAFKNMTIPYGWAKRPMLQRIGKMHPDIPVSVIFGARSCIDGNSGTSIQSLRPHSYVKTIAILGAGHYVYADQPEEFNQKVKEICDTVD
# aDG glyco up – increases alpha dystroglycan glycosylation | AID 624168 | Pro5-aDG cells, alpha-DG glycosylation AlphaScreen (IIH6); 0% Pro5, 100% B10-LARGE cell signal | activation, % at 10 µM | actives 0.22% (n = 360,000);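 active = activation of at least 8% versus controls, or a plate z-score of at least 8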;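 note: Pro5 are CHO cells carrying HIG-tagged alpha-DG that lacks glycosylation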
# ABCB6 inh MLPCN – inhibitors of human ABC transporter ABCB6 | K562-ABCB6 porphyrin accumulation, flow cytometry, 1 h; stronger effect = lower value | actives 0.19% (n = 360,000) | AID 602162 | fluorescence ratio to DMSO, % at 10 µM;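 active = fluorescence ratio to DMSO below 75%, the collection mean minus 3 SD; inconclusive = too few cells collected in the well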;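 note: signal is porphyrin accumulated inside mitochondria; 100% equals median channel fluorescence of DMSO control wells; lower ratio means ABCB6 inhibition with less porphyrin fluorescence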
# NOD2 RIPK2 PPI – NOD2-RIPK2 protein interaction inhibition; actives 0.38% (n = 360,000); inhibition, % at 4.98 µM; O43353; CHO BLA complementation NOD2-RIPK2, CCF4 ratio; in the data active = inhibition above about 21%;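 note: 0% = vehicle only and 100% = reference blocker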
# Vif inh – blocks HIV Vif function; actives 0.35% (n = 340,000); inhibition, % at 7.49 µM; AID 602346; HEK293T cells, Vif self-association by quenched fluorescence, imaging, 24 h; in the data active = inhibition above about 50%, passing the limit was not always enough; inconclusive = no clear call, values can overlap the other calls; inactive = below about 31%; note: some results filed as inactive read as strong as hits
# * marks the source's active call; other numbers are inactive results; i = inactive; ? = inconclusive; · = not tested or not shown.
item	compound	MC4R ag barr	MC4R antagonist	Exocytosis inh	N-glyco inh	TLR9-MyD88 inh	ABHD5 PLIN5 PPI	aDG glyco up	ABCB6 inh MLPCN	NOD2 RIPK2 PPI	Vif inh
1	CC(=O)Nc1ccc(S(=O)(=O)NC2=C(N3CCN(c4ccc(F)cc4)CC3)C(=O)c3ccccc3C2=O)cc1	-2.6	-12	0	-1	-14	-28	0.1	84	-11	-1
2	Cn1nc(C(F)(F)F)c(C(=O)Nc2ccc(F)cc2F)c1Sc1cccc(C(F)(F)F)c1	0.8	5	9	-6	8	-9	1.0	100	1	-12
3	CSc1nncc(-c2ccc(F)c(F)c2)n1	-0.2	0	3	0	10	-2	-0.2	97	1	10
4	N#Cc1cccc(NC(=O)CSc2ccc3c4c(cccc24)C(=O)c2ccccc2-3)c1	0.2	4	4	-3	20	4	-0.4	i	13	·
5	Cc1cc(Nc2ccc(C)c(C)c2)n2ncnc2n1	-0.3	4	5	8	-6	4	-0.1	81	-2	3
6	CC(=O)Nc1sc(C)c(C)c1C(=O)OCC(=O)N(C)c1c(N)n(Cc2ccccc2)c(=O)[nH]c1=O	-4.9	12	-4	1	0	-7	0.1	97	-4	·
7	COc1ccc(NC(=O)c2nc[nH]c2C(=O)NCC(=O)OC(C)(C)C)cc1	2.6	6	-4	-1	-4	-8	-0.2	99	-7	-2
8	Cc1cc(OCC(=O)NCCCN(C)C)cc(C)c1Br	-0.8	-3	-2	1	-2	-6	0.1	103	-3	1
9	C1CCc2c(nc3nnnn3c2N2CCOCC2)C1	0.2	3	7	0	4	-6	-0.3	94	-4	?
10	COc1ccccc1-c1ccc([C@@H]2C[C@H]3[C@@H](CN2)CON3C)cc1	-0.6	2	6	-1	-17	2	0.3	104	1	-2
11	CCOc1ccccc1OCC(=O)Nc1nnc(COC)s1	0.4	-3	-8	0	-2	-1	0.3	100	-4	-13
12	Cc1noc(C)c1C(=O)OCC(=O)NCCc1ccccc1	-1.3	14	1	0	-13	2	0.3	98	6	-4
13	Cc1cc(C)c2c(C)c(C(=O)NCc3ccc(S(N)(=O)=O)cc3)oc2c1	7.5	5	20	-3	6	13	-0.1	100	-1	0
14	CCOc1ccc2[nH]c(=O)c(CN(Cc3ccco3)C(CC)c3nnnn3Cc3ccccc3)cc2c1 (configuration not stated)	2.0	4	3	2	-4	24*	0.5	100	-2	·
15	CC(NCc1ccccc1Cl)C(=O)Nc1ccc(C#N)cc1 (configuration not stated)	-0.4	-7	-3	-1	-1	2	0.8	95	-5	-1
16	O=C(CSc1nnnn1-c1ccccc1)NC(=O)NCc1ccco1	0.5	-1	2	4	-7	7	-0.3	86	-8	4
17	O=C(CCN1C(=O)S/C(=C/c2ccccc2)C1=O)Nc1ccc(C(=O)O)c(O)c1	-3.3	-1	-2	0	5	1	-0.7	110	-4	9
18	CCCCN(CC)S(=O)(=O)c1ccc2c(c1)CCCN2C(C)=O	-0.3	-1	0	0	0	-5	0.0	98	1	·
19	COc1ccc(NC(=O)COc2ccccc2C(=O)NCC(c2ccccc2)N(C)C)cc1Cl (configuration not stated)	-0.1	15	66*	0	-1	-3	0.0	98	4	-1
20	Nc1nc(Br)c2c(F)cccc2c1-c1ccc(F)cc1	4.0	-7	-1	-5	-4	-11	0.1	98	9	0
21	CCOc1ccc(-c2nnc(-c3cccs3)o2)cc1OCC	-0.4	-1	4	1	0	-4	0.1	87	7	3
22	COc1ccc(C2CCCCC2SCC(=O)O)cc1OC (configuration not stated)	0.0	12	1	1	8	0	-0.3	107	2	4
23	CCOC(=O)C1=C(CSc2nc3ccccc3s2)NC(=O)NC1c1cccc([N+](=O)[O-])c1 (configuration not stated)	1.8	0	0	-3	1	0	0.6	93	-14	-12
24	S=C(NCCc1ccccc1)Nc1cnc2ccccc2c1	0.3	12	1	-5	11	5	0.1	97	-8	-1
25	C#CCN(CC=C)C(=O)C1CCC(=O)N(CCCc2ccccc2)C1 (configuration not stated)	-0.1	12	0	0	-11	-1	0.1	107	-3	0
26	CCc1ccccc1Nc1nc(N)nc(CSCC(=O)Nc2ccc(C)c(C)c2)n1	-1.6	6	3	0	-5	3	0.1	100	-2	-38
27	CC(C)CCNC(=O)c1onc(CSc2ccc(F)cc2)c1C(=O)NCCC(C)C	2.2	11	-3	-4	-9	-7	0.1	102	1	-1
28	CN1C[C@@H]2[C@@H]3C(=O)N(C)C(=O)[C@@H]3[C@](C)(C1=O)N2C(=O)c1ccccc1	-1.3	6	-7	1	0	0	0.2	100	-4	5
29	NS(=O)(=O)c1ccc(NC(=O)/C(=C/c2ccncc2)NC(=O)c2ccccc2)cc1	-0.1	21	-10	0	-4	-7	0.0	103	1	-8
30	Cc1cc(C(=O)CCC(=O)N(C)CC(=O)Nc2ccc(OC(F)(F)F)cc2)c(C)s1	-1.6	-1	-8	1	-5	-8	0.0	97	3	-4

# Entries of single compounds from above. Order of screens: MC4R ag barr | MC4R antagonist | Exocytosis inh | N-glyco inh | TLR9-MyD88 inh | ABHD5 PLIN5 PPI | aDG glyco up | ABCB6 inh MLPCN | NOD2 RIPK2 PPI | Vif inh
# Results for CSc1nncc(-c2ccc(F)c(F)c2)n1 : -0.2 | 0 | 3 | 0 | 10 | -2 | -0.2 | 97 | 1 | 10
# Results for COc1ccccc1-c1ccc([C@@H]2C[C@H]3[C@@H](CN2)CON3C)cc1 : -0.6 | 2 | 6 | -1 | -17 | 2 | 0.3 | 104 | 1 | -2
# Results for Cc1cc(Nc2ccc(C)c(C)c2)n2ncnc2n1 : -0.3 | 4 | 5 | 8 | -6 | 4 | -0.1 | 81 | -2 | 3

# More records.
item	compound	MC4R ag barr	MC4R antagonist	Exocytosis inh	N-glyco inh	TLR9-MyD88 inh	ABHD5 PLIN5 PPI	aDG glyco up	ABCB6 inh MLPCN	NOD2 RIPK2 PPI	Vif inh
31	CCCS(=O)(=O)C(=C1Nc2ccccc2N1)S(=O)(=O)CCC	-1.3	7	-5	-2	-4	-2	-0.1	93	6	7
32	Cc1ccc2nc3c(cc(C(=O)NCCCn4ccnc4)n3C)c(=O)n2c1	-3.8	-14	-5	2	-4	0	0.1	100	-1	8
33	CCOC(=O)c1ccc2c(c1)nc(SC(C)C(=O)NCC1CCCO1)n2CC (configuration not stated)	-2.4	1	-1	3	2	5	-0.1	100	1	-3
34	COc1ccccc1NC(=O)COC(=O)CC(C)(C)CC1=NS(=O)(=O)c2ccccc2N1	0.4	7	0	-1	9	3	0.6	98	1	-17
35	CCOc1cccc(/C=N/N=C/c2cccc(OCC)c2O)c1O	0.1	2	2	2	-1	-12	1.1	101	-2	9
36	COc1ccc(Cn2c(CCCO)nc3ccccc32)cc1OC	-0.1	9	6	3	-12	5	0.0	98	2	-2
37	CC1CN(C(=O)CCC(=O)N2CCOCC2)c2ccccc2O1 (configuration not stated)	0.1	-1	2	1	9	-1	-0.3	96	-9	-2
38	Nc1nnc(SCCCC(=O)c2ccc(F)cc2)s1	-1.3	-6	-1	-1	3	0	0.2	101	-3	29
39	COc1ccc(NC(=O)C2(C)Cc3c(-c4ccc(C(N)=O)cc4)ccnc3O2)cc1 (configuration not stated)	0.5	2	-9	-2	·	7	-0.5	174	-1	4
40	COCCNc1ncnc2c1ncn2[C@H]1CN(CCN2CCOCC2)C[C@@H](CO)O1	-1.5	8	-12	0	·	1	-0.2	102	6	-3
41	CCCCn1c(N)c(N(CC)C(=O)c2ccc(N(C)S(=O)(=O)c3ccc(C)cc3)cc2)c(=O)[nH]c1=O	-1.0	-1	0	0	5	2	0.0	97	-5	-9
42	Cc1nn(C)cc1CNC(=O)c1cnn2c(C(F)F)cc(C3CC3)nc12	-2.1	-11	-1	1	6	-2	-0.1	95	-12	7
43	CCC1(C)Cc2ccccc2-c2nc(NCCO)n(-c3ccc(C)cc3)c(=O)c21 (configuration not stated)	1.2	14	0	2	1	-7	0.1	101	3	12
44	COc1ccc(OC)c(NC(=O)CSc2nnnn2-c2ccc3c(c2)OCO3)c1	0.0	-1	0	-3	-2	5	-0.4	105	3	-5
45	COCC(C)NS(=O)(=O)c1ccc(C(=O)NC(Cc2ccccc2)c2ccccc2)cc1 (configuration not stated)	-0.7	12	2	-5	-11	-17	0.1	100	4	7
46	COc1ccc(/C=C(\NC(=O)c2cccs2)C(=O)Nc2cccc3ccccc23)cc1OC	2.3	18	2	-1	-14	1	-0.3	108	1	-18
47	CC(C)(C)Nc1nc(NC(C)(C)C)nc(-n2ccnc2)n1	0.9	4	0	-1	0	-2	2.6	89	4	·
48	CC(=O)Nc1ccc(S(=O)(=O)Nc2ccc(N3CCOCC3)c(F)c2)cc1	1.6	9	14	0	-9	2	0.0	108	-10	3
49	Cc1cc(C)cc(CC2CC(=O)N(c3cc(C)ccc3C)C2=O)c1 (configuration not stated)	0.6	5	16	0	-1	8	0.0	102	-4	15
50	C/C(=N/Nc1ccccc1[N+](=O)[O-])c1ccc(C)c([N+](=O)[O-])c1	-1.1	13	7	-4	-3	-1	0.1	96	5	-15
51	CCC(=O)Nc1ccc(NC(=O)CSc2nnnn2-c2ccc3c(c2)OCCO3)cc1	7.4	-4	-6	-4	16	0	-0.5	101	3	-1
52	COc1ccc(C(=O)c2oc3ccc(OC)cc3c2N)cc1	0.9	-11	-6	1	-8	2	0.0	102	14	-6
53	OC(COc1ccc2cc(Br)ccc2c1)CN1CCCC1 (configuration not stated)	1.9	7	27	-10	-4	19	4.7*	96	0	0
54	CCCCNC(=O)Nc1ccccn1	-2.4	-2	-1	2	-4	-4	-0.3	97	0	11
55	CC(=O)Nc1ccc(S(=O)(=O)NCC2CCC(C(=O)N3CCN(c4ccccn4)CC3)CC2)cc1 (configuration not stated)	0.9	-1	2	-1	-4	2	0.2	102	-8	0

# Shown with each value named: part of the list above.
(53) OC(COc1ccc2cc(Br)ccc2c1)CN1CCCC1 (configuration not stated)
  MC4R ag barr: 1.9
  MC4R antagonist: 7
  Exocytosis inh: 27
  N-glyco inh: -10
  TLR9-MyD88 inh: -4
  ABHD5 PLIN5 PPI: 19
  aDG glyco up: 4.7*
  ABCB6 inh MLPCN: 96
  NOD2 RIPK2 PPI: 0
  Vif inh: 0
(9) C1CCc2c(nc3nnnn3c2N2CCOCC2)C1
  MC4R ag barr: 0.2
  MC4R antagonist: 3
  Exocytosis inh: 7
  N-glyco inh: 0
  TLR9-MyD88 inh: 4
  ABHD5 PLIN5 PPI: -6
  aDG glyco up: -0.3
  ABCB6 inh MLPCN: 94
  NOD2 RIPK2 PPI: -4
  Vif inh: ?
(35) CCOc1cccc(/C=N/N=C/c2cccc(OCC)c2O)c1O
  MC4R ag barr: 0.1
  MC4R antagonist: 2
  Exocytosis inh: 2
  N-glyco inh: 2
  TLR9-MyD88 inh: -1
  ABHD5 PLIN5 PPI: -12
  aDG glyco up: 1.1
  ABCB6 inh MLPCN: 101
  NOD2 RIPK2 PPI: -2
  Vif inh: 9

# The list is partial; the hit share may differ from the screen's.
